Assay outcomes: PubChem BioAssay, several laboratories
FAS-TE inh: FAS thioesterase domain inhibitors, primary screen, biochemical, fluorescence intensity, uHTS; Fatty acid synthase (Homo sapiens), P49327; recombinant FAS-TE, OMFH fluorogenic substrate, fluorescence endpoint; inhibition, % at 15 µM; actives 0.67% (n = 360,000);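 active = compounds whose normalised, plate-corrected inhibition of enzyme fluorescence in the single-dose primary screen is 50% or more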;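 note: 0% = DMSO with enzyme and 100% = substrate without enzyme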
E coli Lon inh: inhibitors of E. coli Lon protease, primary screen, biochemical, fluorescence polarization | purified E. coli Lon protease | inhibition, % at 7.94 µM | actives 0.42% (n = 360,000); in the data active = inhibition above about 13%, passing the limit was not always enough;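 note: 0% = enzyme with probe and DMSO and 100% = no enzyme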
MT1-MMP act inh: blockers of MT1-MMP proenzyme processing, primary screen, HT1080 RFP-PRO-GFP cells, GFP/RFP fluorescence; Matrix metalloproteinase-14 (Homo sapiens), P50281; GFP/RFP ratio fluorescence, overnight; percent of plate control window, DMSO zero; GFP/RFP ratio change, % at 20 µM; actives 0.061% (n = 360,000);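 active = GFP/RFP ratio change of at least 30% with cell ATP level not reduced by more than half and red fluorescence within 50% of control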; note: strong numbers were not always called active
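Material: RFP-PRO-GFP reporter HT1080 cells. Dosing: single-point 20 µM compound, 1% DMSO. Controls: DMSO and RFP-L50D-GFP cell wells. Timing: cells overnight before dosing, compound overnight, 37 °C, 5% CO2. Measure: GFP/RFP fluorescence ratio.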
CendR NRP1 mod: modulators of CendR peptide binding to NRP-1, primary screen, biochemical, fluorescence polarization, uHTS. Neuropilin-1 (Homo sapiens), O14786. AID 602438, 2012. inhibition, % at 25 µM. actives 0.85% (n = 360,000). FAM-RPARPAR peptide binding to NRP-1;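 active = inhibition or corrected inhibition above about 18%, plus a signal ratio from 0.5 to 1.5, limit read from the data, passing the limit was not always enough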; note: strong numbers were not always called active
Rin1 Abl inh: inhibitors of Rin1-Abl protein binding, primary screen, biochemical, TR-FRET | inhibition, % at 7.35 µM | AID 588664, 2011 | Tyrosine-protein kinase ABL1 (Homo sapiens) + Ras and Rab interactor 1 (Homo sapiens), … | actives 0.4% (n = 360,000); in the data active = inhibition above about 5%, passing the limit was not always enough
Neddylation inh: inhibitors of cullin neddylation, primary screen, biochemical, TR-FRET, uHTS, NAE and Ubc12. actives 0.58% (n = 360,000). calls only at 25 µM. AID 651699, 2012; in the data active = inhibition above about 36%
MsrA inhibitor: bovine MsrA enzyme inhibitors, primary screen, biochemical, absorbance, HTS; actives 0.75% (n = 360,000); purified bovine MsrA, absorbance read-out; inhibition, % at 15.5 µM; AID 651718, 2012; Methionine sulfoxide reductase A (Bos taurus); in the data active = inhibition above about 4.5%;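 note: 0% = vehicle wells with enzyme and 100% = reference inhibitor wells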
bovine MsrA act: bovine MsrA enzyme activators, primary screen, biochemical, absorbance, HTS. actives 0.3% (n = 360,000). activation, % at 10.6 µM. purified bovine MsrA, absorbance read-out. AID 602163, 2012; in the data active = activation above about 7.5%;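 note: 0% = vehicle and 100% = reference activator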
SKN-1 inh: suppressors of acrylamide-induced Pgst-4::GFP reporter in worms, primary screen, SKN-1 inhibitor project, whole organism, uHTS, GFP/RFP fluorescence ratio, strain VP596; C. elegans VP596 Pgst-4::GFP/RFP ratio, 24 h; inhibition, % at 21.8 µM; actives 0.49% (n = 360,000); AID 624304, 2012;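 active = interference check ratio from 0.5 to 1.5 plus GFP to RFP signal ratio inhibition reaching or exceeding a fixed threshold, cut at about 30% in these data, passing the limit was not always enough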; note: some compounds called inactive have numbers as strong as hits
* hit, by the source's call; i = inactive; / = no result given. Some of the compounds tested; the hit share may differ from the screen's.

SMILES	FAS-TE inh	E coli Lon inh	MT1-MMP act inh	CendR NRP1 mod	Rin1 Abl inh	Neddylation inh	MsrA inhibitor	bovine MsrA act	SKN-1 inh
CN1C(=O)C(=Cc2ccc(N3CCOCC3)o2)C(=O)N(C)C1=S	-11	-52	-110	-68	-6	i	0.4	-1	33
C=C[C@@]12CN(C)[C@H]3[C@H]1[C@@]1(C(=O)Nc4ccccc41)C1CC2[C@@H]3CO1	-3	-7	-2	-3	1	i	-1.1	0	4
CC1=CC(=O)C2=C(C)CC(O)C3C(C)C(=O)OC3C12 (stereo unspecified)	-4	-6	2	20	2	i	-0.1	2	2
C1=NCCc2c1[nH]c1ccccc21	-11	6	14	-10	-3	i	1.1	-6	3
O=C1NC(=O)N(CCC2=CCCCC2)C(=O)/C1=C\c1cccs1	-11	-46	2	-38	0	i	0.3	-2	-8
COc1ccc(CCNCc2ccc(C)s2)cc1OC	-6	-9	2	6	0	i	-0.6	-5	3
Cc1cccc(-n2c(O)c(/C=N/NC(=O)c3ccncc3)c(=O)[nH]c2=O)c1	-2	-2	0	-13	-2	i	3.2	-5	1
CCOC(=O)C1=C(N)Oc2cc(C)oc(=O)c2C12C(=O)N1c3c(cc(OC)cc32)C(C)=CC1(C)C (stereo unspecified)	-1	-9	4	3	0	i	-1.5	-4	13
CN1CCN(C(=O)COc2ccc(N(C)S(=O)(=O)c3ccc(F)cc3)cc2)CC1	-3	-7	0	-9	3	i	1.7	-4	-8
CCCCCn1c(=O)c(C(=O)Nc2cnccn2)c(O)c2ccccc21	7	-4	-8	-4	-2	i	-0.4	-3	10
O=C(NC(=C(Cl)Cl)P(=O)(c1ccccc1)c1ccccc1)c1ccccc1	-11	-13	-3	-23	-2	i	-1.1	-5	1
COc1ccc2c(c1)c(C(=O)O)c(C)n2CC(C)C	-7	0	-3	7	1	i	1.2	-3	10
c1ccc2sc(NC3=NCCN3)nc2c1	-10	-11	-6	-14	-2	i	-0.3	-3	4
O=C(C(Cc1ccccc1)NS(=O)(=O)c1cccc2nsnc12)N1CCC2(CC1)OCCO2 (stereo unspecified)	-3	-2	1	-7	-7	i	1.1	3	6
CCCNC(=O)N1[C@H]2CC[C@@H]1C(C(=O)OC)=C(c1cccc(Cl)c1)C2	-9	-1	-1	3	0	i	0.5	-1	16
Cc1nc2ccccc2c(=O)n1-c1ccccn1	-8	4	3	8	-1	i	0.6	-6	2
CCN(CC)C(=O)c1ccc(NC(=O)COC(=O)c2ccc(Cl)s2)cc1	1	-3	-5	8	3	i	0.4	-3	6
Cc1ccc2c(C)cccc2c1	2	1	1	-3	2	i	1.0	-1	-2
Cc1nn(Cc2ccccc2)c(Cl)c1C(=O)Nc1ccc(OC(F)(F)F)cc1	8	-5	1	-6	0	i	-0.3	-2	15
NC(Cc1ccccc1)c1nc(-c2ccccc2)no1 (stereo unspecified)	-4	4	-1	16	-2	i	1.0	-3	-9
N#C/C(=C\c1ccc(O)cc1)C(=O)O (tested in a mixture with another compound)	-6	5	5	-11	2	i	4.7*	-2	-14
O=C1C(=O)N(c2ccccc2)P(=O)(N(CCCl)CCCl)N1c1ccccc1	-7	-1	2	2	-1	i	0.7	-3	-3
Cc1nc2cc([N+](=O)[O-])ccc2c(=O)n1-c1cccc(Br)c1	12	-9	0	-6	-3	i	1.1	-3	-20
C=CCN1C(=O)NC(=O)/C(=C/c2cc3c4c(c2)CCCN4CCC3)C1=O	-11	-17	-11	-35	5	i	0.8	-4	19
CC12CC[C@H]3[C@@H](CCC4(O)C[C@H](O)CCC34/C=N/NC(=O)Cc3ccccc3)C1(O)CCC2C1=CC(=O)OC1 (stereo partly specified)	-6	-6	-10	-2	-3	i	-0.2	-7	2
CC1CCCN1CCC(C(N)=O)(c1ccccc1)c1ccccc1 (stereo unspecified)	-6	-18	-6	-4	2	i	1.0	-7	0
CNC(C(=O)c1ccccc1)C(OC(C)C)c1ccc(Cl)cc1 (stereo unspecified)	-1	5	-4	9	4	i	0.5	-8	6
COc1cccc(C(c2nnnn2C(C)(C)C)N2CCC3(CC2)C(=O)NCN3c2ccccc2)c1OC (stereo unspecified)	12	4	-2	4	1	i	0.2	-1	-9
O=C(Nc1cccc(Cl)c1)OC1CN2CCC1CC2 (stereo unspecified)	20	-4	-4	4	-2	i	-0.7	-1	-12
O=C1CC(=O)N(c2ccc3c(c2)OCO3)C(=O)N1	-3	-27	-1	-1	-1	i	-0.8	-2	-2
Cc1cc(OCC(=O)N2CCC(C(=O)O)(c3ccccc3)CC2)c2c(C)cc(=O)oc2c1	-3	-6	-1	-9	1	/	0.5	1	4
COc1ccc(-n2c(O)c(C=Nc3c(C)n(C)n(-c4ccccc4)c3=O)c(=O)[nH]c2=O)cc1	-21	-1	-12	0	0	i	1.6	-13	-6
CC(N)C(=O)OC(C)(C)Cc1ccc(Cl)cc1 (stereo unspecified)	-6	3	2	-3	-5	i	-1.9	-7	-10
COc1ccc(-n2c(O)c(C=NCCCn3ccnc3)c(=O)[nH]c2=O)cc1	-2	10	2	1	2	i	-0.2	-2	-15
COc1ccc(-n2nnnc2C(c2cccc3ccccc23)N2CCC(n3c(=O)[nH]c4ccccc43)CC2)cc1 (stereo unspecified)	87*	0	-2	11	1	i	-0.1	-2	22
O=C(CCc1nc(-c2ccccc2F)no1)N1CCC2(CC1)OCCO2	-1	-12	2	-6	0	i	1.0	-1	14
O=c1c2ccccc2nc(-c2ccccc2F)n1-c1ccccc1	-2	4	-6	1	-3	i	-1.0	-3	26
CCOC(=O)CNC(=O)N1Cc2ccc(Br)cc2-n2nncc2C1	-14	-10	-2	-8	7	i	-0.5	-2	11
C[C@H]1[C@@H](OS(=O)(=O)O)C[C@@H]2C[C@H]([C@@H](O)c3cc(=O)[nH]c(=O)[nH]3)NC3=NC[C@H]1N32	0	16	-46	9	1	i	/	-3	14
CCC(C)NC(=O)CCC(=O)OC1O[C@H]2OC3(C)CC[C@H]4[C@H](C)CCC(C1C)C24OO3 (stereo partly specified)	0	-8	-15	9	2	i	0.2	-1	4
CC(C)NC(C)C(=O)c1ccc2ccccc2c1 (stereo unspecified)	-6	10	3	-10	0	/	0.9	-4	0
Cc1c(CC(=O)N2C[C@H]3C[C@@H](C2)c2cccc(=O)n2C3)c(=O)oc2cc(O)c(Cl)cc12	-5	-4	0	-5	-2	i	3.5	-8	-12
OC(Cc1ccccc1)(c1ccccc1)C1CN2CCC1CC2 (stereo unspecified)	-6	-2	-16	12	-2	i	-0.1	1	1
CCOc1cc(C2NCc3ccccc3-n3cccc32)ccc1OC (stereo unspecified)	-2	3	-5	11	1	i	-1.2	-1	11
COc1ccc(C=C2C(=O)NC(=S)NC2=O)cc1	-8	-9	-2	-3	1	i	0.3	-3	18
CC(C)=CCc1c(O)cc2c(c1O)C(=O)CC(c1ccc(O)cc1)O2 (stereo unspecified)	-34	8	3	0	-2	i	0.9	-8	-3
Cc1ccc(-n2c(CNCc3ccc(F)cc3)nc3ccccc3c2=O)cc1	7	1	-1	0	-3	i	-0.2	1	18
CN1C(=O)CN=C(c2ccc[nH]2)c2cc(Cl)ccc21 (tested in a mixture with another compound)	-7	-8	6	1	-3	i	1.4	-3	18
O=c1[nH]c(=O)n(Cc2ccccc2Cl)c(O)c1C=Nc1ccc(F)cc1	-12	-4	1	5	5	/	-0.3	-10	11
CCOC(=O)[C@]12Cc3c(cc(OC)c(OC)c3OC)[C@H]1N(C)C(=O)c1ccccc12	-5	4	1	15	/	i	0.1	-3	12

Structural class: those above containing bromine
SMILES	FAS-TE inh	E coli Lon inh	MT1-MMP act inh	CendR NRP1 mod	Rin1 Abl inh	Neddylation inh	MsrA inhibitor	bovine MsrA act	SKN-1 inh
Cc1nc2cc([N+](=O)[O-])ccc2c(=O)n1-c1cccc(Br)c1	12	-9	0	-6	-3	i	1.1	-3	-20
CCOC(=O)CNC(=O)N1Cc2ccc(Br)cc2-n2nncc2C1	-14	-10	-2	-8	7	i	-0.5	-2	11

(next part)
SMILES	FAS-TE inh	E coli Lon inh	MT1-MMP act inh	CendR NRP1 mod	Rin1 Abl inh	Neddylation inh	MsrA inhibitor	bovine MsrA act	SKN-1 inh
COC(=O)C1=C(c2ccc(OC)c(OC)c2)C[C@@H]2CC[C@H]1N2C(=O)NC(C)C	-1	-3	4	9	1	i	0.8	-1	14
Cc1ncc([N+](=O)[O-])n1CCOC(N)=O	-5	0	0	3	2	i	3.5	-4	16
C[C@H]1CC[C@@]2(C)[C@@H](CC[C@@H]3[C@@H]2CC[C@]2(C)[C@@H](O)CC[C@@H]32)C1	10	2	3	2	-6	i	3.0	-3	8
CC(C)COP(=O)(OCC(C)C)C(O)c1cccnc1 (stereo unspecified)	-11	-16	6	11	2	i	-0.1	-5	-18
CCOC(=O)C(NC(=O)C(Cc1ccc(N(CCCl)CCCl)cc1)NC(C)=O)C(C)C (stereo unspecified)	-4	8	-3	5	-3	i	0.2	-4	11
O=C(CCc1ccccc1)N1Cc2cc(N3CCCCC3)ccc2-n2nncc2C1	9	-21	-3	-14	0	i	2.6	-3	23

Entries shown so far with sulfur, in the order listed:
SMILES	FAS-TE inh	E coli Lon inh	MT1-MMP act inh	CendR NRP1 mod	Rin1 Abl inh	Neddylation inh	MsrA inhibitor	bovine MsrA act	SKN-1 inh
CN1C(=O)C(=Cc2ccc(N3CCOCC3)o2)C(=O)N(C)C1=S	-11	-52	-110	-68	-6	i	0.4	-1	33
O=C1NC(=O)N(CCC2=CCCCC2)C(=O)/C1=C\c1cccs1	-11	-46	2	-38	0	i	0.3	-2	-8
COc1ccc(CCNCc2ccc(C)s2)cc1OC	-6	-9	2	6	0	i	-0.6	-5	3
CN1CCN(C(=O)COc2ccc(N(C)S(=O)(=O)c3ccc(F)cc3)cc2)CC1	-3	-7	0	-9	3	i	1.7	-4	-8
c1ccc2sc(NC3=NCCN3)nc2c1	-10	-11	-6	-14	-2	i	-0.3	-3	4
O=C(C(Cc1ccccc1)NS(=O)(=O)c1cccc2nsnc12)N1CCC2(CC1)OCCO2 (stereo unspecified)	-3	-2	1	-7	-7	i	1.1	3	6
CCN(CC)C(=O)c1ccc(NC(=O)COC(=O)c2ccc(Cl)s2)cc1	1	-3	-5	8	3	i	0.4	-3	6
C[C@H]1[C@@H](OS(=O)(=O)O)C[C@@H]2C[C@H]([C@@H](O)c3cc(=O)[nH]c(=O)[nH]3)NC3=NC[C@H]1N32	0	16	-46	9	1	i	/	-3	14
COc1ccc(C=C2C(=O)NC(=S)NC2=O)cc1	-8	-9	-2	-3	1	i	0.3	-3	18
